PriA SSB inh: K. pneumoniae PriA-SSBct interaction inhibition. AlphaScreen SSBct-PriA binding, biotinylated peptide. 430,000 tested, 0.6% active. AID 1272365. inhibition, % at 33 µM; in the data active = inhibition mostly above about 37%, no sharp cut-off; inactive = mostly below about 20%;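 note: plate controls were negative control peptide for no effect and reference peptide for full effect; strong numbers were not always called active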
DUSP3 inh: DUSP3 (human) phosphatase inhibition; P51452; recombinant VHR phosphatase, pNPP absorbance; inhibition, % at 13.3 µM; 290,000 tested, 0.52% active; AID 1654; in the data active = inhibition above about 50%; note: some compounds called inactive have numbers as strong as hits
Target sequence (P51452 whole entry, looked up): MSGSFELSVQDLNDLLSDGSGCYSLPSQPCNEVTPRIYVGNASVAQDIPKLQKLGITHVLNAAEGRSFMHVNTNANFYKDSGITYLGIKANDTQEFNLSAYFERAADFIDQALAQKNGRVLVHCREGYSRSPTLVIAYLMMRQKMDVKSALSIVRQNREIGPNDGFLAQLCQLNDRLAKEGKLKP
PrPC surface inh: reduces human prion protein on the cell surface; inhibition, % at 13.8 µM; cell surface PrPC, TR-FRET read-out; 370,000 tested, 0.43% active; P04156; in the data active = inhibition above about 24%; note: 0% = median of the test wells and 100% = reference compound wells
Rv3671c protease: inhibits the M. tuberculosis serine protease Rv3671c; inhibition, % at 5.96 µM; 320,000 tested, 0.048% active; AID 2606; in the data active = inhibition above about 38%;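 note: extracellular domain of Rv3671c used as enzyme; 0% = enzyme with DMSO and 100% = no enzyme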
Target sequence (P9WHR9 whole entry, looked up, the tested form may be a part): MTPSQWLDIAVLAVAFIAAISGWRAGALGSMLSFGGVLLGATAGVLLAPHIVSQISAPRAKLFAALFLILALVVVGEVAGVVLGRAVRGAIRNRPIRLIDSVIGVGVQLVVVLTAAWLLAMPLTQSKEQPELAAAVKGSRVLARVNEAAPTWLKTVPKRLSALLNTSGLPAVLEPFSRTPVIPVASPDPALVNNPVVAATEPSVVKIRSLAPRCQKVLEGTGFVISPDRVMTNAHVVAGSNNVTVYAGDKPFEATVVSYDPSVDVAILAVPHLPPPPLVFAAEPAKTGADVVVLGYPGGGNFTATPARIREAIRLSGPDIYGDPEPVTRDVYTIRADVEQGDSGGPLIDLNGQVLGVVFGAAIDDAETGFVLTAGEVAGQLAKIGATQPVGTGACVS
MazF activator: increases E. coli MazEF RNase cleavage of RNA. P0AE70. FAM/BHQ RNA-DNA oligo cleavage fluorescence, 5 h. activation, % at 20 µM. 350,000 tested, 0.32% active. AID 504720; in the data active = activation above about 50%
Target sequence (P0AE70 whole entry, looked up): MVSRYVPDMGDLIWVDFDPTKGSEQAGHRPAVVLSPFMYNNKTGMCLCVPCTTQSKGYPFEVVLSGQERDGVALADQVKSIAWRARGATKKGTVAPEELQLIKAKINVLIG
Yp Topo-I inh: Y. pestis Topo-I inhibition via cleavage products | Y. pestis Topo-I cleavage product accumulation, plate reader | activity, % at 10 µM | 360,000 tested, 0.064% active | AID 504884; in the data active = activity above about 50%, passing the limit was not always enough; note: inactives centre near 2
CCHF vOTU inh: blocks the CCHF virus ovarian tumor domain protease | CCHFV vOTU protease, Pep-AMC fluorescence | inhibition, % at 11.5 µM | 370,000 tested, 0.55% active | AID 651958; in the data active = inhibition above about 30%; note: 0% = vehicle wells with enzyme and 100% = no enzyme wells
TcdB inh: blocks C. difficile toxin B glycohydrolase activity; P18177; 350,000 tested, 0.24% active; TcdB glycohydrolase enzymatic assay, plate reader; inhibition, % at 9.99 µM; in the data active = inhibition above about 10%
3CLpro inhibitor: SARS-CoV 3CLpro protease inhibition | P0C6X7 | recombinant SARS-CoV 3CLpro, quenched FRET peptide cleavage | inhibition, % at 6 µM | 290,000 tested, 0.14% active | AID 1706; in the data active = inhibition above about 12%
BH1578 lux ind: quorum light induction in luxS cqsA deficient V. cholerae | V. cholerae BH1578 lux reporter, luminescence, 6 h | activation, % at 18.7 µM | 350,000 tested, 0.16% active | AID 588436; in the data active = activation mostly above about 9.7%, no sharp cut-off; note: not every result past the cut was called active; inactives centre near 0; reference of the scale not given here
An asterisk follows results filed as active; i = inactive; . = no result given; & = joins results of further samples. An excerpt; the hit share may differ from the screen's.

The line under a structure holds: PriA SSB inh	DUSP3 inh	PrPC surface inh	Rv3671c protease	MazF activator	Yp Topo-I inh	CCHF vOTU inh	TcdB inh	3CLpro inhibitor	BH1578 lux ind
> CCC(CC)C(=O)Nc1c2c(nn1-c1ccc(OC)cc1)CS(=O)C2 (stereo unspecified)
    -9	16	3	-3	-2	1	20	.	4	-3.4
> Cc1cc(C(=O)CCC(=O)N2CCN(S(=O)(=O)c3cccs3)CC2)c(C)s1
    -5	-2	9	2	1	2	14	0.1	5	-0.4
> COc1ccc(/C=C/C(=O)Nc2cc(S(=O)(=O)N3CCOCC3)ccc2C)cc1OC
    1	-1	8	0	6	4	-6	-0.1	1	-0.4
> O=C(CN1C(=O)c2ccccc2S1(=O)=O)c1ccccc1Cl
    .	5	4	2	.	6	-3	0.6	4	-0.3
> CCCNC(=O)c1ccc(Cn2cc(C(F)(F)F)ccc2=O)cc1
    -5	18	-1	8	5	-8	-1	1.9	0	-0.3
> Cc1cc(NC(=O)COc2coc(CN3CCN(c4ccc(F)cc4)CC3)cc2=O)no1
    -3&8	.	8	2	1	5	1	0.3	.	-1.7
> CCC1=C(NCc2ccccc2)COC1=O
    .	.	4	.	9	1	0	2.6	.	-0.5
> CCOc1ccccc1N(C)C(=O)c1cc2c(=O)n(CC)c3ccccc3c2s1
    -5	23	13	-15	5	3	10	-0.5	0	3.7
> COc1ccccc1/C=C1\SC(=S)N(NS(=O)(=O)c2ccccc2)C1=O
    -2	.	2	-7	0	3	1	0.3	0	-0.6
> O=C(CCC(=O)Nc1ccccc1)N/N=C/c1ccc2c(c1)OCO2
    .	15	7	.	4	-2	-8	-2.2	3	-0.5
> COc1ccc(/C=N/OC(=O)Nc2ccc(Cl)cc2)c(OC)c1
    i	6	7	-9	8	1	-13	-1.1	8	-0.2
> O=C1c2c(O)cc(O)cc2O[C@H](c2ccc(O)c(O)c2)[C@H]1O
    -8	.	5	-3	5	-3	7	-4.5	0	1.4
> CCCN(CCC)C(=O)Cc1c(-c2ccc(Cl)cc2)nc2c(Cl)cc(Cl)cn12
    -7	.	5	5	4	4	11	0.4	.	i
> CCC(C)(C)n1nnnc1C(c1ccc(C)cc1)N1CCN(Cc2ccc3c(c2)OCO3)CC1 (stereo unspecified)
    11	40	0	-5	1	14	18	.	3	.
> CCCOP(=O)(c1ccc(N(C)C)cc1)C(O)c1cc(OC)c(OC)c(OC)c1 (stereo unspecified)
    5	34	3	4	2	-5	-7	.	-2	i
> O=[N+]([O-])c1ccc(Oc2cccnc2)c([N+](=O)[O-])c1
    -16	.	-41	.	1	0	7	0.4	.	.
> CCc1noc(C)c1C(=O)OCC(=O)N(CCOC)c1c(N)n(Cc2ccccc2)c(=O)[nH]c1=O
    -14	.	3	9	2	-7	-1	0.8	.	i
> Cc1cc([N+](=O)[O-])ccc1NC1CCCC1
    3	-7	-11	-1	5	7	7	1.4	4	-0.4
> O=c1oc(-c2ccccc2Br)nc2ccccc12
    -12	21	-3	40*	1	-5	9	-0.1	-2	-1.0
> CN(C)CCCNC(=O)c1ccc(/C=N/O)nc1
    .	24	3	.	-4	5	6	-7.1	-3	-0.2
> Cc1ccc(N2CCN(c3ncccc3[N+](=O)[O-])CC2)c(C)c1
    25	70	-8	2	2	6	-10	0.5	-1	i
> O=C(O)c1ccc(S(=O)(=O)c2ccc3c(c2)C(=O)N(CC2CCCO2)C3=O)cc1 (stereo unspecified)
    -7	24	-6	3	2	6	10	.	6	i
> Cc1ccccc1-c1cc2nc(NCCOc3ccccc3Cl)n(C)c(=O)c2s1
    .	.	-1	.	.	11	7	-1.6	.	-0.7
> CC(C)(C)NC(=O)CCCSc1nc2ccccc2s1
    -9	30	5	-8	-2	4	-3	-0.6	5	i
> Cn1c2c(c3ccccc31)CCN1CCC[C@]21c1ccccc1
    -16	4	-12	1	-4	5	-12	0.7	6	1.2
> COc1ccc(Cn2c(N)c(C#N)c3nc4ccccc4nc32)cc1
    0	-4	-2	-18	7	15	-118	.	-5	i
> CC(C)(C)NS(=O)(=O)c1ccc2nc(NC(=O)c3ccc(N4C(=O)CCC4=O)cc3)sc2c1
    -6	9	2	-11	4	4	12	.	6	-0.4
> CN(C)C(=O)N(CCCN1CCOCC1)Cc1cccc2ccccc12
    -6	4	7	2	-6	4	9	2.6	-3	i
> COc1ccccc1NS(=O)(=O)c1cc(C(=O)NCc2ccncc2)ccc1C
    8	.	-5	-4	-10	-8	-2	1.9	.	-2.3
> CC1=Nc2ccccc2/C1=C/c1sc(=S)n(-c2cccc(C(=O)O)c2)c1O
    .	-6	-18	.	-48	-10	36*	2.7	-6	-2.8

An excerpt taken from the entries so far, for reference:
The line under a structure holds: PriA SSB inh	DUSP3 inh	PrPC surface inh	Rv3671c protease	MazF activator	Yp Topo-I inh	CCHF vOTU inh	TcdB inh	3CLpro inhibitor	BH1578 lux ind
> O=c1oc(-c2ccccc2Br)nc2ccccc12
    -12	21	-3	40*	1	-5	9	-0.1	-2	-1.0
> CN(C)CCCNC(=O)c1ccc(/C=N/O)nc1
    .	24	3	.	-4	5	6	-7.1	-3	-0.2
> Cc1ccc(N2CCN(c3ncccc3[N+](=O)[O-])CC2)c(C)c1
    25	70	-8	2	2	6	-10	0.5	-1	i
> O=C(O)c1ccc(S(=O)(=O)c2ccc3c(c2)C(=O)N(CC2CCCO2)C3=O)cc1 (stereo unspecified)
    -7	24	-6	3	2	6	10	.	6	i
> Cc1ccccc1-c1cc2nc(NCCOc3ccccc3Cl)n(C)c(=O)c2s1
    .	.	-1	.	.	11	7	-1.6	.	-0.7
> CC(C)(C)NC(=O)CCCSc1nc2ccccc2s1
    -9	30	5	-8	-2	4	-3	-0.6	5	i
> Cn1c2c(c3ccccc31)CCN1CCC[C@]21c1ccccc1
    -16	4	-12	1	-4	5	-12	0.7	6	1.2
> COc1ccc(Cn2c(N)c(C#N)c3nc4ccccc4nc32)cc1
    0	-4	-2	-18	7	15	-118	.	-5	i
> CC(C)(C)NS(=O)(=O)c1ccc2nc(NC(=O)c3ccc(N4C(=O)CCC4=O)cc3)sc2c1
    -6	9	2	-11	4	4	12	.	6	-0.4
> CN(C)C(=O)N(CCCN1CCOCC1)Cc1cccc2ccccc12
    -6	4	7	2	-6	4	9	2.6	-3	i
> COc1ccccc1NS(=O)(=O)c1cc(C(=O)NCc2ccncc2)ccc1C
    8	.	-5	-4	-10	-8	-2	1.9	.	-2.3
> CC1=Nc2ccccc2/C1=C/c1sc(=S)n(-c2cccc(C(=O)O)c2)c1O
    .	-6	-18	.	-48	-10	36*	2.7	-6	-2.8

Arranged by heavy-atom count (smallest number first): some entries from above
The line under a structure holds: PriA SSB inh	DUSP3 inh	PrPC surface inh	Rv3671c protease	MazF activator	Yp Topo-I inh	CCHF vOTU inh	TcdB inh	3CLpro inhibitor	BH1578 lux ind
> O=C1c2c(O)cc(O)cc2O[C@H](c2ccc(O)c(O)c2)[C@H]1O
    -8	.	5	-3	5	-3	7	-4.5	0	1.4
> CCCNC(=O)c1ccc(Cn2cc(C(F)(F)F)ccc2=O)cc1
    -5	18	-1	8	5	-8	-1	1.9	0	-0.3
> CN(C)C(=O)N(CCCN1CCOCC1)Cc1cccc2ccccc12
    -6	4	7	2	-6	4	9	2.6	-3	i

New compounds follow
The line under a structure holds: PriA SSB inh	DUSP3 inh	PrPC surface inh	Rv3671c protease	MazF activator	Yp Topo-I inh	CCHF vOTU inh	TcdB inh	3CLpro inhibitor	BH1578 lux ind
> Cc1scc(C(=O)N/N=C/c2ccco2)c1C
    .	13	-1	-2	-4	0	3	.	4	-3.2
> Cc1cc(C(=O)Nc2c(C)nn(Cc3ccc(Cl)cc3)c2C)no1
    -5	36	11	-4	7	-4	-6	0.9	-1	-0.5
> CCOCC(=O)Nc1ccccc1C(=O)O
    -8	26	13	9	2	-4	-5	1.4	3	-1.0
> CCOC(=O)c1c(C)oc2c1c(C(c1ccccc1)N1CCOCC1)c(O)c1ccccc12 (stereo unspecified)
    10	22	7	-4	-9	-2	-10	.	7	i
> COCCNC(C)C(=O)C12CC3CC(CC(C3)C1)C2 (stereo unspecified)
    -14	44	-3	4	8	0	2	0.0	2	-0.5
> C=CCn1c(-c2ccc(S(=O)(=O)N3CCOCC3)cc2)csc1=Nc1ccccc1
    12	25	0	-5	3	20	5	.	2	-5.0
> Cc1ccc(C(=O)NCC(c2ccco2)N2CCc3ccccc32)cc1C (stereo unspecified)
    4	.	1	-1	-3	-9	7	1.8	.	0.9
> S=C(NC1CCCCC1)N1CCc2ccccc2C1
    -15	16	16	-2	-4	8	2	.	0	i
> O=C(N/N=C/c1cc(Br)c(Br)o1)C(O)c1ccccc1 (stereo unspecified)
    .	2	6	2	0	0	3	1.1	0	-9.1
> CCc1ccccc1NC1Nc2cc(C)nn2S1 (stereo unspecified)
    -8	18	4	11	12	3	-3	1.0	0	-0.2
> O=C(CN1CCN(C(=O)c2cncn2-c2ccccc2)CC1)Nc1ccccc1Cl
    -6	.	-3	3	5	-3	-5	1.3	.	-0.5
> CCN(CC(=O)Nc1ccc2c(c1)OCCO2)S(=O)(=O)c1ccccc1
    -7	17	-1	-1	4	7	-11	0.2	1	-1.6
> Cc1ccsc1C(=O)N/N=C/c1ccc([N+](=O)[O-])cc1
    .	10	-9	-4	15	0	-10	.	-1	-0.3
> Cc1ccc(C)c(S(=O)(=O)N2CCCOC2CNC(=O)C(=O)NCCCn2ccnc2)c1 (stereo unspecified)
    6	-10	-2	9	7	-1	-5	.	6	-0.4
> Cc1cccc(NS(=O)(=O)c2c(C)n[nH]c2C)c1
    -15	29	1	-2	7	10	5	.	-7	i
> CC(=O)Nc1ccc(S(=O)(=O)N(C)CC(=O)NCCC2=CCCCC2)cc1
    -6	2	-8	-11	-1	3	-4	1.6	-1	i
> CCOc1ccc(C(=O)CCC(=O)NN2CCCCC2)cc1
    .	.	2	.	5	-2	-2	1.5	.	i
> CCOc1ccc(Oc2ccccc2NC(=O)CCc2nc3ccccc3c(=O)[nH]2)cc1
    .	.	0	.	9	25	2	2.3	.	-1.2
> CCOC(=O)c1c(NC(=O)COC(=O)CCOc2cc(C)ccc2C)sc(C(=O)N(C)C)c1C
    4	.	9	.	3	21	12	0.2	.	i
> CC(C)C(OC(=O)c1cccs1)C(=O)NCc1ccc2c(c1)OCO2 (stereo unspecified)
    -3	4	9	3	7	1	0	0.9	1	i
> CCOc1ccc(NC2=NC(C(=O)NCc3ccccc3)CC(=O)N2)cc1 (stereo unspecified)
    -6	8	-2	-2	-5	1	4	.	-4	-0.8
> Cc1ccc2c(c1)cc1c(=O)[nH]ncn12
    3	9	-7	0	7	0	-2	.	-3	-0.1
> O=C(CN1C(=O)c2cccc([N+](=O)[O-])c2C1=O)N1CCc2ccccc2C1
    .	.	0	.	8	-6	6	0.3	.	i
> Cc1ccccc1OCc1n[nH]c(=S)n1-c1cccc(Cl)c1
    -8	11	7	-6	5	-3	-1	0.8	6	i
> CC1(C)C[C@H]2C3=CCC4[C@@]5(C)CC[C@H](O)[C@](C)(CO)C5CC[C@@]4(C)[C@]3(C)CC[C@@]2(C)[C@H](O)[C@@H]1O (stereo partly specified)
    -6	.	-1	-2	-1	9	4	-0.8	.	-0.5
> O=C(CCl)c1ccc2[nH]c(=O)oc2c1
    -4	14	4	5	-3	-1	-2	1.3	2	-0.4
> Cc1ccc(OCC(=O)Nc2ccc3oc(=O)ccc3c2)c(C)c1
    0	7	5	1	12	4	13	-0.8	2	0.6
> Cc1cc(NC(=O)C(C)SCC(=O)Nc2ccccc2N2CCCCC2)no1 (stereo unspecified)
    -5	.	8	8	0	22	0	0.2	.	0.3
> CCN(c1ccccc1)S(=O)(=O)c1ccc2[nH]c(=O)[nH]c2c1
    -16	15	-7	-11	11	-5	6	0.1	1	i
> COc1ccc(OC)c(C2=NOC(C(=O)Nc3ccccc3SC)C2)c1 (stereo unspecified)
    -8	8	0	4	-11	-1	4	.	3	i
> COc1ccc(CNc2nc(NCc3ccc(OC)cc3)n(C(=O)c3ccccc3[N+](=O)[O-])n2)cc1
    -6	20	2	1	-6	5	9	0.6	7	i
> COc1cc(-c2noc(C)c2C(=O)N[C@@H](CO)Cc2ccccc2)cc(OC)c1OC
    -6	.	-1	.	14	-9	3	0.2	.	i

Source: PubChem
